# Screening data (PubChem)
# KB-3-1 cytotox: KB-3-1 parental cell cytotoxicity; KB-3-1 viability, CellTiter-Glo ATP luminescence, 72 h; Potency, µM (top dose mostly 46.1 µM), for inactives: at the highest dose activity change, negative = cytotoxic, most hits filed as cytotoxic; 400,000 compounds, 1.4% hits; AID 1347075; further: potency means the concentration at half of the fitted maximal effect; on the % scale 0 is the no-effect control and ±100 the full control effect; nearly all actives have a fitted effect of over 60% in size
#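 Luminescent ATP read-out (CellTiter-Glo) measures survival of drug-naive KB-3-1 cells after 72 h compound exposure at 37 °C. Titration series was screened from lowest to highest concentration, with DMSO vehicle plates as background controls.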
# HT1080 IDH1KD tx: toxicity to HT-1080 IDH1 knockdown cells (counter line); HT-1080 IDH1 knockdown viability, ATP luminescence, 48 h; Potency, µM (highest dose often 46.1 µM), inactives show top-dose activity, negative = toxicity, most hits filed as cytotoxic; 360,000 compounds, 2% hits; AID 686971;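 further: potency means the concentration at half of the fitted maximal effect; 0% = DMSO wells and -100% = cell-free medium wells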
#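 In this qHTS, HT-1080 cells depleted of IDH1 are exposed for 48 h at 37 °C to compound titrations. Toxicity is scored from CellTiter-Glo luminescence, with DMSO as full viability and medium alone as none.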
# ATXN viability: reduces viability in counter-screen for ATXN expression inhibitors. Potency, µM (titrated, usually from 56.7 µM), most hits filed as cytotoxic. 400,000 compounds, 0.49% hits. AID 651635. S2 cells (HEK-293 line with an ATXN2-luciferase reporter) viability, CellTiter-Fluor protease fluorescence, 24 h; further: potency means the concentration at half of the fitted maximal effect; nearly all actives have a fitted effect of over 40% in size
# HT1080-NT tox: kills 2HG-producing HT-1080-NT fibrosarcoma cells; 360,000 compounds, 1.6% hits; HT-1080-NT fibrosarcoma viability, CellTiter-Glo ATP luminescence, 48 h; AID 686970; Potency, µM (series often up to 46.1 µM), inactives show at the highest dose activity, negative = less viability, most hits filed as cytotoxic;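 further: NT is the 2HG producing partner of a matched IDH1 knockdown line; potency means the concentration at half of the fitted maximal effect; 0% = DMSO-treated cells and -100% = media-only wells without cells; nearly all actives have a fitted effect of over 55% in size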
#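 Viability of the 2HG-overproducing fibrosarcoma line after 48 hours of compound exposure at 37 degrees C was determined by luminescence with CellTiter-Glo, and concentration-effect curves were then fitted and categorized.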
# ATXN2 expr inh: reduces ATXN2 reporter expression in HEK-293 cells; HEK-293 ATXN2-luciferase reporter, luminescence, 24 h; Potency, µM (top dose mostly 57 µM), for the others: top-dose activity change, negative = inhibition, hits mostly inhibitors; 360,000 compounds, 0.72% hits; AID 1745845; further: potency means the concentration at half of the fitted maximal effect; on the % scale 0 is the no-effect control and ±100 the full control effect; nearly all actives have a fitted effect of over 55% in size
#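 ATXN2-luciferase reporter cells (luciferase flanked by upstream and downstream ATXN2 gene portions) were treated 24 h at 37 °C with compounds at up to 57 uM. SteadyGlo luminescence gave expression; GF-AFC fluorescence gave viability.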
# IL-1B inflam inh: inflammasome signaling inhibition, IL-1 beta readout; AID 743279; THP-1 LPS/ATP IL-1B secretion, AlphaLISA, 16 h; stronger effect = lower value; activity change, % at 57.5 µM; 360,000 compounds, 4.7% hits; in the data active means activity change below about -50%; inconclusive means mostly about -30% to -49%; further: on the % scale 0 is the no-effect control and ±100 the full control effect
#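 THP-1 cells pretreated 1 hr with compounds (up to 57.5 uM final), then stimulated with LPS (250 ng/mL final) plus ATP (1.25 mM final); secreted IL-1B measured by AlphaLISA after 16 hr, decreased signal indicating inhibition.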
# MCF10A rereplic: DNA re-replication induction in MCF 10a cells; MCF 10A DNA re-replication, Hoechst nuclear intensity, 48 h; Potency, µM (top dose mostly 46.1 µM), for inactives: top-dose activity, positive = re-replication, actives largely listed as activators; 350,000 compounds, 2.9% hits; AID 624296; further: potency means the concentration at half of the fitted maximal effect; % of control where 0% means no effect; nearly all actives have a fitted effect of over 50% in size
# SW480 rereplic: inducers of DNA re-replication in SW480 colon cancer cells | Potency, µM (titrated, usually from 46.1 µM), inactives show at the highest dose re-replication activation, usual class: activators | AID 624297 | SW480 DNA re-replication, Hoechst DNA content imaging, 48 h | 340,000 compounds, 1.8% hits; further: potency means the concentration at half of the fitted maximal effect; % of control where 0% means no effect; nearly all actives have a fitted effect of over 55% in size
#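 Compounds, transferred as 23 nL by pin tool, were incubated with cells for 48 hr; DNA content per nucleus was then quantified by Hoechst staining and fluorescence plate imaging.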
# HepG2 tox: kills HepG2 cells in TGF-b inhibitor counter-screen. HepG2 CAGA-GFP viability, ATP luminescence, 18 h. Potency, µM (highest dose often 46.1 µM), without a hit: at the top dose activity change, negative = cytotoxicity, actives largely listed as cytotoxic. 410,000 compounds, 0.76% hits. AID 588856; further: potency means the concentration at half of the fitted maximal effect; some results filed as inactive show a strong effect at the top dose
#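 HepG2 CAGA-GFP cells (1000/well, DMEM with 1% FBS) received compound, then TGF-beta at 500 pg/mL final, and were incubated 18 hours at 37 degrees C. Viability was read by CellTiter-Glo luminescence. Media-only wells were set as complete cell-killing and DMSO as no toxicity.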
# An asterisk follows results filed as active; i = inactive; ? = inconclusive; . = no result given; [ ] = dose if it differs, or a comment. Unless noted, the call rests on the fitted dose curve; in most records, active means well fitted curve in the direction sought with a large enough effect; inconclusive means small, poorly fitted or top-dose-only effect, or another doubt; inactive means no such curve, though single readings can be large; an effect the other way counts as inactive or inconclusive.
SMILES,KB-3-1 cytotox,HT1080 IDH1KD tx,ATXN viability,HT1080-NT tox,ATXN2 expr inh,IL-1B inflam inh,MCF10A rereplic,SW480 rereplic,HepG2 tox
CCc1ccc(OCC(=O)Nc2ccc(N3CCN(S(C)(=O)=O)CC3)cc2)cc1,-1%,15%,i,0%,-7%,-8,0%,-1%,-11%
COc1cccc(C(=O)CC(C#N)c2ccc(F)cc2)c1 (stereo unspecified),2%,15%,i,-2%,5%,-1,0%,-5%,-5%
CN1CCN(CCCNC(=O)c2cnn(-c3ccc(F)cc3)c2-n2cccc2)CC1,1%,.,i,.,4%,.,.,.,-9%
COc1ccccc1-c1cc(C(F)(F)F)nc(N2CCCCC2)n1,11%,13%,i,5%,-5%,27,26%,-1%,4%
Cc1cc(C(=O)N2CCN(S(=O)(=O)c3ccccc3F)CC2)c(C)o1,5%,-3%,i,1%,-2%,1,-13%,4%,-3%
Cc1cc(C)c2oc(-c3ccc(C)c(NC(=O)/C=C/c4ccco4)c3)nc2c1,-4%,.,i,.,15%,.,.,.,-37%
COc1ccccc1OCC(=O)n1cc(C(=O)c2cc(Cl)cc(Cl)c2O)cn1,27%,-1%,i,0%,-1%,-16,18%,3%,-5%
Cc1ccccc1NC1=C(Cl)C(=O)OC1OC(=O)c1ccccc1C (stereo unspecified),1%,?,i,-18%,-15%[11.3 µM],-83*,8%,?,-5%
Cc1ccccc1OCC(=O)Nc1ccc2[nH]ncc2c1,-4%,12%,i,24%,9%,-14,1%,20%,2%
O=C(c1ccc2c(=O)n(Cc3ccccc3Cl)c(=S)[nH]c2c1)N1CCCC1,-6%,-1%,i,-1%,9%,39,3%,1%,-14%
CCOC(=O)N1CCC(NC(=O)c2cc3sccc3n2CC)CC1,0%,-19%,i,-2%,-14%,19,?,-7%,-30%
O=C1C(Cc2cccc([N+](=O)[O-])c2)SC(=Nc2ccccc2)N1c1ccccc1 (stereo unspecified),4%,0%,i,-1%,0%,17,?,21%,-23%
CN(CC1CCCN(CCc2cccc(C(F)(F)F)c2)C1)C(=O)c1ccc2nc[nH]c2c1 (stereo unspecified),-20%,2%,i,7%,-13%,?,17%,-22%,-12%
CC(=O)Nc1nc(-c2ccc(Cl)cc2)nc(C)c1C(C)=O,?,-24%,i,-10%,4%,19,?,13%,-19%
CC(=O)C1=C(O)C(=O)N(c2cccnc2)C1c1cccc([N+](=O)[O-])c1 (stereo unspecified),2%,6%,i,3%,12%,10,3%,6%,-14%
O=C1CCCN1CCCNC(=S)Nc1ccc(F)c(Cl)c1,1%,0%,i,0%,1%,4,4%,?,-14%
COc1ccc(S(=O)(=O)NCc2cccnc2)c2ccccc12,-1%,-8%,i,1%,26%,1,-10%,-23%,3%
CC(C)c1ccccc1OCCCCN1CCCCC1,-1%,-14%,i,-11%,.,-23,11%,-22%,-24%
CC(=O)N1CCN(C(=O)CC2OC(=O)c3ccccc32)CC1 (stereo unspecified),6%,4%,i,0%,2%,21,?,?,1%
Cc1cc(C)n2nc(C(=O)Nc3cc(S(=O)(=O)N4CCCCC4)ccc3C)nc2n1,-2%,0%,i,4%,.,1,2%,-6%,10%
CCCCCOCC1CC(C/C(C)=N/Nc2nc(-c3ccccc3)cs2)C(=O)O1 (stereo unspecified),0%,5%,i,-2%,1%,32,0%,-3%,8%
Cc1cc(=O)n2[nH]c(C(=O)O)nc2n1,0%,12%,i,-1%,-12%,10,-4%,-4%,5%
Nc1nnc(SCCN2C(=O)c3ccccc3S2(=O)=O)s1,7%,-6%,i,-1%,11%,11,-4%,-3%,-4%
CCc1c(O)nc(SCC(=O)Nc2cc(C)on2)n(-c2ccccc2)c1=O,.,-1%,i,2%,-1%,13,-4%,-9%,-6%
COc1ccc(C2CC(=O)C3=C(C2)Nc2ccccc2N(C(=O)CCC(=O)O)C3c2ccc(F)cc2)cc1 (stereo unspecified),0%,13%,i,13%,7%,16,-1%,?,-1%
COc1ccc(CNC(=O)CN(C)Cc2ccc(C(C)(C)C)cc2)cc1,-8%,?,i,-5%,-34%,-9,?,0%,-2%
CCOC(=O)[C@]12CCCC=C1N(Cc1ccc3c(c1)OCO3)C(=O)[C@H](CC(=O)N1CCCC1)C2,27%,0%,i,1%,6%,18,.,.,.
Cc1cccc(OCc2nc3ccccc3n2C)c1,0%,15%,?,3%,.,-6,-1%,-7%,-4%
Cn1cc([C@@H]2C[C@H]3CN(Cc4cccc(Cl)c4)C(=O)[C@]34CCCN24)c(-c2ccccc2)n1,10%,-24%,?,-19%,?,-80*,?,-132%[inhibitor],0%
C=CCn1c(C)cc(C2=NNC(=Nc3ccc(C)cc3)SC2)c1C,-1%,0%,i,-13%,15%,-4,8%,-4%,-11%
O=[n+]1c2c(n([O-])c3ccccc31)CCC2,14%,3%,i,9%,0%,19,-5%,2%,-10%
O=c1oc2ccccc2c(NC2CCCCC2)c1NS(=O)(=O)c1ccc(Br)cc1,-4%,-15%,?,-10%,0%,-71*,13%,?,-9%
CCCCN(C(=O)c1ccco1)C1CCS(=O)(=O)C1 (stereo unspecified),?,14%,i,12%,5%,8,-1%,-9%,1%
O=C(N=C1SCC(=O)N1c1ccccc1)c1ccco1,18%,14%,i,12%,42%[activator],6,6%,-5%[9.22 µM],-3%
CN1C(=O)CC(N2CCC(C(N)=O)(N3CCCCC3)CC2)C1=O (stereo unspecified),0%,0%,i,-10%,0%,-5,-3%,1%,-1%
COCCNC(=S)Nc1ccc(S(=O)(=O)Nc2ncccn2)cc1,-4%,-1%,i,-5%,-18%[11.3 µM],9,7%,12%,-11%
CCN(CC)C(=O)C1CCCN(Cc2nc(-c3cccs3)no2)C1 (stereo unspecified),-16%,4%,i,15%,-4%,29,5%,0%,11%
O=C(CSc1nccc(=O)[nH]1)NC1CCCc2ccccc21 (stereo unspecified),0%,11%,i,20%,-2%,25,3%,-5%,-6%
CC(=O)Nc1ccc(CNc2nc(NCCN(C)C)nc3cc(-c4ccccc4)sc23)cc1,?,21µM*,.,12µM*,?,-108*,.,.,-74%
COc1cccc(C(=O)OCC(=O)c2c[nH]c3ccccc23)c1OC,0%,-1%,i,-3%[9.24 µM],20%,0,7%,15%,-25%
CCOC(=O)C1=C(C)N=c2s/c(=C\c3ccc(OC(C)=O)c(OCC)c3)c(=O)n2C1/C=C/c1ccccc1 (stereo unspecified),19%,-10%,i,-12%,-26%,-7,?,8%,0%
Cc1[nH]c2ccccc2c1N=Nc1cc(C(=O)O)cc(C(=O)O)c1,1%,1%,?,-4%,2%,-4,-24%,?,-10%
Cc1noc(C)c1S(=O)(=O)N1CCC(C(=O)NCCc2ccc(S(N)(=O)=O)cc2)CC1,-11%,3%,i,1%,5%,-8,-4%,5%,-1%
O=C(CSC1=Nc2ccccc2N=C(c2ccc(F)cc2)C1)NCc1ccc(F)cc1,1%,.,i,.,-5%,.,.,.,-33%
Cn1nnnc1SCCCNCc1cc(Cl)ccc1OCc1ccccc1F,11%,.,?,.,?,.,.,.,-56%
COc1cc(C2C(C#N)=C(N)Oc3n[nH]c(-c4cccnc4)c32)ccc1OCC(N)=O (stereo unspecified),-9%,0%,i,0%,5%,6,-16%,-4%,-13%
COc1cc(Cl)ccc1OCc1cc(C(=O)NC(C)Cc2cnccn2)no1 (stereo unspecified),.,-3%,i,-5%,74%[activator],-6,5%,5%,-23%
CC(Nc1ccccc1)c1ccncc1 (stereo unspecified),?,6%,i,-3%,7%,11,-32%[inhibitor],2%,4%
O=S(=O)(Nc1ncccn1)c1ccc(Nc2ncnc3ccccc23)cc1,2%,3%,i,-4%,6%,5,4%,-4%,3%
CS(=O)(=O)N(CC(=O)N1CCN(Cc2ccccc2)CC1)c1cccc([N+](=O)[O-])c1,-19%,3%,i,15%,-6%,23,2%,24%,-18%
CC(=O)COc1ccc2c(-c3ccccc3)cc(=O)oc2c1,1%,-5%,i,?,4%,-27,14%,-4%,-2%
CS(C)(=O)=NS(=O)(=O)c1ccc(Cl)cc1,5%,14%,i,7%,1%,-24,1%,-2%,-18%
COCCNC(=O)CSC1=N/C(=C/c2ccc(Cl)c(Cl)c2)C(=O)N1c1ccccc1F,0%,?,i,?,-3%,-99*,9.2µM*,?,1%
N#Cc1ccc(NC2c3ccccc3CC2O)cc1 (stereo unspecified),?,-17%,i,-2%,-22%,30,3%,-2%,0%
O=C(Cc1cccc(NC(=O)C2CCN(C(=O)CCc3ccccc3)CC2)c1)Nc1cccc(C(=O)N2CCCC2)c1,1%,-3%,i,0%,-5%,-1,-10%,-13%,0%
CC1=NOC(=O)/C1=C/c1ccc2c(c1)OCO2,-1%,2%,?,1%,.,-13,0%,1%,3%
Cc1ccccc1-n1c(O)cc(=O)[nH]c1=S,-4%,10%,i,12%,.,-2,2%,17%,-2%
Cn1nccc1C(=O)Nc1ccccc1C(=O)O,0%,5%,i,6%,16%,4,-1%,3%,-5%

# Complete entries, quoted from the list.
# Shown for Cc1ccccc1-n1c(O)cc(=O)[nH]c1=S → KB-3-1 cytotox = -4%; HT1080 IDH1KD tx = 10%; ATXN viability = i; HT1080-NT tox = 12%; ATXN2 expr inh = .; IL-1B inflam inh = -2; MCF10A rereplic = 2%; SW480 rereplic = 17%; HepG2 tox = -2%
# Shown for CS(C)(=O)=NS(=O)(=O)c1ccc(Cl)cc1 → KB-3-1 cytotox = 5%; HT1080 IDH1KD tx = 14%; ATXN viability = i; HT1080-NT tox = 7%; ATXN2 expr inh = 1%; IL-1B inflam inh = -24; MCF10A rereplic = 1%; SW480 rereplic = -2%; HepG2 tox = -18%

# Rows were taken by chance; overall some 8.9% were active at least once.
